G9a block – inhibitors of human histone lysine methyltransferase G9a. G9a H3K9 monomethylation, AlphaScreen, 2 h. Potency, µM (highest dose often 102 µM), inactives show top-dose activity, negative = inhibition, usual class: inhibitors. 8.8% of 350,000 active. AID 504332; also: % is scaled to controls: 0 for no effect and ±100 for the full control effect; nearly all actives have a fitted effect of over 75% in size
Target sequence (Q96KQ7 913-1193 limits assumed): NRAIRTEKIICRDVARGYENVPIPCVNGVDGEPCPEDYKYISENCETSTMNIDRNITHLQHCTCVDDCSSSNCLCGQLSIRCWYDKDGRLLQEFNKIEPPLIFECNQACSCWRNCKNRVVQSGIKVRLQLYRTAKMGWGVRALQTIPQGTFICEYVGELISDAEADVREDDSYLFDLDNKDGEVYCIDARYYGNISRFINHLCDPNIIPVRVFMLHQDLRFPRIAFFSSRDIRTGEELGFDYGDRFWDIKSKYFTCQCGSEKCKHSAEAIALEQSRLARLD
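G9a (20 nM) preincubated 15 min RT with compounds, then 500 nM biotinylated H3K9 peptide and 20 uM SAM added; 2 h RT reaction. Monomethyl-H3K9 product detected by AlphaScreen with anti-H3K9me1 antibody, streptavidin donor and anti-rabbit IgG acceptor beads.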
GLS inhibitor – glutaminase GLS (human) inhibition. O94925. GLS enzymatic activity, qHTS titration. Potency, µM (highest dose often 45.5 µM), for inactives: at the highest dose activity change, negative = inhibition, usual class: inhibitors. 0.21% of 410,000 active. AID 624170; also: % is scaled to controls: 0 for no effect and ±100 for the full control effect
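Assay buffer: 45 mM KH2PO4 pH 8.2, 0.02% Tween-20. hKGA acts on L-glutamine (1 mM solution added); product glutamate is reported by an oxidase/peroxidase Amplex Red coupling, with fluorescence taken at baseline and 30 min.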
BLM inh – Bloom syndrome helicase (human) inhibition | P54132 | recombinant BLM DNA unwinding, fluorescence dequenching | Potency, µM (doses to about 56.1 µM), without a hit: at the top dose activity change, negative = inhibition, hits mostly inhibitors | 0.2% of 350,000 active | AID 2528;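 also: plate controls were vehicle for no effect and no enzyme for full effect; nearly all actives have a fitted effect of over 35% in size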
BAZ2B inh – BAZ2B (human) inhibition. AlphaScreen BAZ2B-H3K14Ac peptide displacement. Potency, µM (series often up to 114 µM), inactives show top-dose activity change, negative = inhibition, usual class: inhibitors. 4.4% of 360,000 active; also: % is scaled to controls: 0 for no effect and ±100 for the full control effect; nearly all actives have a fitted effect of over 60% in size
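AlphaScreen displacement: compounds (up to 110uM) incubated 30 min at room temperature with a preformed 50 nM BAZ2B/50 nM biotinylated H3K14Ac peptide complex in PBS pH 7.4 with Tween-20. Donor and acceptor beads at 10 ug/mL final added, 20 min light-protected before reading.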
Pol iota inh – DNA polymerase iota (human) inhibition; Q9UNA4; Pol iota fluorescent replication assay, 10 min; Potency, µM (highest dose often 115 µM), for inactives: at the highest dose activity, negative = inhibition, most hits filed as inhibitors; 1% of 390,000 active
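Fluorescent replication assay read twice, at 0 min and 10 min after adding 50 nM (final) substrate. Enzyme (10 nM) and compounds were first incubated 15 min at room temperature; enzyme-free buffer wells were negative controls.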
JMJD2A Tudor inh – JMJD2A Tudor domain (human) inhibition; Potency, µM (doses to about 114 µM), for inactives: top-dose activity change, negative = inhibition, usual class: inhibitors; AlphaScreen JMJD2A-Tudor / H3K4me3 peptide binding; 4.4% of 390,000 active; also: % is scaled to controls: 0 for no effect and ±100 for the full control effect; nearly all actives have a fitted effect of over 50% in size
Pin1 inh – blocks the human prolyl isomerase Pin1 | Q13526 | Pin1 FP peptide displacement, HiFluor488, 10 min | Potency, µM (doses to about 115 µM), without a hit: top-dose activity, negative = inhibition, most hits filed as inhibitors | 0.009% of 390,000 active; active = well fitted inhibition curve with a large enough effect in the polarisation, with a control signal flat, not every such curve was filed as active; inconclusive = small, poorly fitted or top-dose-only effect, or effect the other way, or a change in a side signal; inactive = no such curve, though single readings can be large or run the other way; the % refers to the polarisation; also: % is scaled to controls: 0 for no effect and ±100 for the full control effect
HP1b chromo inh – HP1-beta chromodomain-methylated histone interaction inhibition; AlphaScreen HP1-beta / biotin-H3K9me3 peptide binding; Potency, µM (highest dose often 114 µM), for the others: top-dose activity change, negative = inhibition, actives largely listed as inhibitors; 0.56% of 390,000 active; AID 540317; also: nearly all actives have a fitted effect of over 70% in size; inactives centre near 23
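HP1-beta protein (50 nM final) preincubated 30 min at room temperature with biotinylated H3(1-18)K9me3 peptide (50 nM) in PBS pH 7.4, 0.01% Tween-20, then compound added for 30 min. AlphaScreen streptavidin donor/nickel chelate acceptor beads (10 ug/mL final), 30 min dark, luminescence read.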
Tb PGK inh – T. brucei PGK inhibition; PGK/GAPDH coupled, Kinase-Glo luminescence, 60 min; Potency, µM (titrated, usually from 57.5 µM), for inactives: at the top dose activity change, negative = inhibition, hits mostly inhibitors; 0.043% of 380,000 active; also: % is scaled to controls: 0 for no effect and ±100 for the full control effect; nearly all actives have a fitted effect of over 60% in size
Target sequence (P07378 whole entry, looked up): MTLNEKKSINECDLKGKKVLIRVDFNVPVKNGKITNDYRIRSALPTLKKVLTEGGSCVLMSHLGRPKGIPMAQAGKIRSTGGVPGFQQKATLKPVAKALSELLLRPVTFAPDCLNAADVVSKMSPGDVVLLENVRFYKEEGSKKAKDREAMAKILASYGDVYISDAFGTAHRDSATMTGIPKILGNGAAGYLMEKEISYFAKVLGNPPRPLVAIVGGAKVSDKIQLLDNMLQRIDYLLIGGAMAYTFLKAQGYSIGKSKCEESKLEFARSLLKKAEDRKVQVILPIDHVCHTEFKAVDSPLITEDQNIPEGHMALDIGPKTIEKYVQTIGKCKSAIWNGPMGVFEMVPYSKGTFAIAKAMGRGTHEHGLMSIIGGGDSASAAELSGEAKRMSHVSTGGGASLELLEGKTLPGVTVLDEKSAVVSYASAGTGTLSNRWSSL
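Recombinant glycosomal PGK reaction used 1,3-bisphosphoglycerate generated in-well by GAPDH (100nM final) in 100mM TEA pH 7.6, 5mM MgCl2, 0.01% Tween-20. After 60 minutes at room temperature, ATP was read by Kinase-Glo Plus luminescence end-point.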
An asterisk follows results filed as active; i = inactive; u = inconclusive; x = not tested or not shown; [ ] = remark or other dose. Unless noted, calls follow the shape of the dose curve; as a rule, active = well fitted curve in the direction sought with a large enough effect; inconclusive = small, poorly fitted or top-dose-only effect, or another doubt; inactive = no such curve, though single readings can be large; an effect the other way counts as inactive or inconclusive. Potency is read from the fitted curve at half-maximal effect. Not all compounds are listed. The share of hits here may be higher or lower than overall.

no.	canonical_smiles	G9a block	GLS inhibitor	BLM inh	BAZ2B inh	Pol iota inh	JMJD2A Tudor inh	Pin1 inh	HP1b chromo inh	Tb PGK inh
1	CC(C)(C)OC(=O)N1CCC(C(=O)Nc2cccc(C(=O)N3CCCCC3)c2)CC1	x	-2%	x	x	30%	-2%	-4%	30%	-4%
2	CCOC(=O)N1CCN(Cc2nc(C3CC3)no2)CC1	-7%	6%	-1%	-2%	77%[activator]	-2%	1%	24%	0%
3	CCN1CCN(CCCNC(=O)Cn2nc(C)n3nc(-c4ccccc4)cc3c2=O)CC1	26%	3%	-10%	-11%	10%	-25%	u	17%	-1%
4	CCCOc1ccc(C2CC(=O)NC2=O)cc1 (centres undefined)	9%	0%	-1%	-1%	68%[activator]	u	-7%	u	-7%
5	CN1N=C(C(=O)N2CCc3c([nH]c4ccccc34)C2c2c(F)cccc2Cl)CCC1=O (centres undefined)	x	-5%	-6%	u	176%[activator]	u	1%	-11%	-5%
6	O=C(CN1CCOCC1)Nc1nc(-c2ccccc2Cl)cs1	-29%	-1%	-1%	-3%	-11%	-8%	1%	22%	-1%
7	NC12CC3CC(C1)CC(CO)(C3)O2	7%[59 µM]	-16%	-7%	14%	2%	4%	-3%	9%	-26%
8	CCCCC(CC)CNC(=O)c1cccs1 (centres undefined)	-4%	17%	-6%	9%	-17%	1%	0%	25%	-3%
9	COc1nc(Oc2ccc(=O)[nH]n2)nc(N2CCOCC2)n1	-4%[59 µM]	-4%	4%	-4%	13%[58.9 µM]	-11%	9%	26%	-9%
10	C1=C(CCNC2=NCCCCC2)CCCC1	u	-25%	-5%	x	4%	-14%[11.4 µM]	-4%	15%	i
11	Cc1ccccc1S(=O)(=O)c1c(C)cc(C)n(CC(C)C)c1=O	u	13%	-13%	47%[activator]	-2%	45%[activator]	3%	110%[activator]	8%
12	CC(=O)N/C(=C\c1ccccc1)C(=O)OC/C=C/c1ccccc1	21%	-5%	-3%	-1%	16%	-5%	-5%	45%[activator]	0%
13	CC(NC(=O)c1ccco1)c1nc(-c2ccc(Cl)cc2)no1 (centres undefined)	10%	-3%	-2%	-19%	-12%	7%	1%	28%	-6%
14	CCCNC(=O)CSc1c(CCC)cnc2c1c(=O)n(C)c(=O)n2C	-14%[59 µM]	u	1%	1%	14%	-15%	3%	37%	i
15	C=CCNC(=O)C1CC2Cn3c(nc4ccccc43)C2N1C (centres undefined)	u	-3%	2%	-3%	25%	-8%	1%	55%[activator]	-6%
16	CCOc1cc(Br)c(CN2C(=O)NC3(CCCCCC3)C2=O)cc1OCC	5%	-3%	-8%	-10%	107%[activator]	-1%	u	22%	5%

Next part, starting with the last 6 of the part before.
no.	canonical_smiles	G9a block	GLS inhibitor	BLM inh	BAZ2B inh	Pol iota inh	JMJD2A Tudor inh	Pin1 inh	HP1b chromo inh	Tb PGK inh
11	Cc1ccccc1S(=O)(=O)c1c(C)cc(C)n(CC(C)C)c1=O	u	13%	-13%	47%[activator]	-2%	45%[activator]	3%	110%[activator]	8%
12	CC(=O)N/C(=C\c1ccccc1)C(=O)OC/C=C/c1ccccc1	21%	-5%	-3%	-1%	16%	-5%	-5%	45%[activator]	0%
13	CC(NC(=O)c1ccco1)c1nc(-c2ccc(Cl)cc2)no1 (centres undefined)	10%	-3%	-2%	-19%	-12%	7%	1%	28%	-6%
14	CCCNC(=O)CSc1c(CCC)cnc2c1c(=O)n(C)c(=O)n2C	-14%[59 µM]	u	1%	1%	14%	-15%	3%	37%	i
15	C=CCNC(=O)C1CC2Cn3c(nc4ccccc43)C2N1C (centres undefined)	u	-3%	2%	-3%	25%	-8%	1%	55%[activator]	-6%
16	CCOc1cc(Br)c(CN2C(=O)NC3(CCCCCC3)C2=O)cc1OCC	5%	-3%	-8%	-10%	107%[activator]	-1%	u	22%	5%
17	COc1cc(SC)ccc1C(=O)OC(C)C(=O)NC1CCCC1 (centres undefined)	u	0%	-7%	u	32%[activator]	-31%	7%	-12%	-13%
18	Cc1cc(=O)oc2cc(OCC(=O)OCC(=O)NC(C)C)ccc12	-17%	-9%	-3%	-35%	164%[activator]	-3%	5%	49%	0%
19	CC1CC(=O)Nc2ccccc2N1C(=O)CN1CCN(c2ccccc2)CC1 (centres undefined)	-3%	14%	1%	-1%	73%[activator]	2%	-5%	20%	4%
20	Cc1ccnc2nc(C(=O)OCC(=O)c3ccccc3)nn12	x	-2%	x	x	-16%	-14%	6%	31%	-4%
21	CC(=O)c1cc2c(cc1NC(=O)c1cccc(S(=O)(=O)N3CCN(C)CC3)c1)OCO2	-16%[59 µM]	5%	-8%	-12%	9%	-15%	-7%	25%	-1%
22	CCCn1nnnc1SCC(=O)NCc1ccccc1	-3%	-2%	-2%	4%	3%	-1%	-6%	17%	i
23	COC(=O)CSc1nnc(-c2cccc(NC(=O)c3ccc(C)cc3)c2)n1C	-47%	1%	6%	8%	5%	-22%	4%	21%	i
